Compound activity: PubChem, several laboratories
ABHD5-PLIN5 inh = blocks binding of human ABHD5 to perilipin-5. inhibition, % at 4 µM. 360,000 compounds, 0.78% hits. Q00G26+Q8WTS1. Split G. princeps luciferase complementation, luminescence, 4 h;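 active means inhibition above the mean inhibition across every tested compound plus 3 SD, cut at about 22% in these data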;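 further: 0% = DMSO only wells and the 100% control is not disclosed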
Target sequence (Q00G26 whole entry, looked up): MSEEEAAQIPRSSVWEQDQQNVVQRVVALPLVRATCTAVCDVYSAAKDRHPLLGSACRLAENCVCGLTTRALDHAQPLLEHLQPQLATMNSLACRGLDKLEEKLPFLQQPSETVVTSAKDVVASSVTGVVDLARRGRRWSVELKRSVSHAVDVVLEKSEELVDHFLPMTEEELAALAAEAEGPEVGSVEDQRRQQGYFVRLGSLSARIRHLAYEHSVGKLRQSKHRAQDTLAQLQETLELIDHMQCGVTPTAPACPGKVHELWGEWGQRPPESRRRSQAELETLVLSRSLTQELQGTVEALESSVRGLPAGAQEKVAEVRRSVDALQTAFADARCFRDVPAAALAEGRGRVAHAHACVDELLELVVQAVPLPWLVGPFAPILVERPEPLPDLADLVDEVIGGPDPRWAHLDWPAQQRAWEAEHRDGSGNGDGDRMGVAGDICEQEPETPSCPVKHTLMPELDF
Target sequence (Q8WTS1 whole entry, looked up): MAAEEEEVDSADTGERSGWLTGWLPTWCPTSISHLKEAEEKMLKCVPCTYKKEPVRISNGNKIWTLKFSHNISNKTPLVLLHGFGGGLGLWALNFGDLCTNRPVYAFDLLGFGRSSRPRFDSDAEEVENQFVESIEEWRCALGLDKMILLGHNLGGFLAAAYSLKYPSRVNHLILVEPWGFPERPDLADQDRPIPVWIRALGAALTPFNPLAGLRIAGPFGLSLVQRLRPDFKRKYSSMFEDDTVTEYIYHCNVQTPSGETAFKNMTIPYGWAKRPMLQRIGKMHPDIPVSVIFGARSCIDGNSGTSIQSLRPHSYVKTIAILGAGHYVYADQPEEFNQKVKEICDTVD
NCOA2 inhibitor = inhibits human steroid receptor coactivator 2 | Q15596 | HEK293 GAL4-SRC2 luciferase reporter, luminescence | inhibition, % at 9 µM | 370,000 compounds, 0.17% hits | AID 651957;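 active means inhibition above the mean inhibition of all tested compounds plus 3 SD, set per campaign, cut at about 52% in these data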;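 further: 0% = DMSO treated cells and 100% = cells given Gossypol at 36 µM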
EBV LMP1 NFkB = reduces LMP1-driven NF-kappaB luciferase signal; 350,000 compounds, 0.69% hits; inhibition, % at 12.5 µM; LMP1-induced NF-kappaB luciferase reporter cells, luminescence; in the data active means inhibition above about 41%;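 further: 0% = neutral control wells and 100% = reference inhibitor control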
NOD2 RIPK2 PPI = inhibitors of human NOD2-RIPK2 interaction | O43353 | CHO BLA complementation NOD2-RIPK2, CCF4 ratio | inhibition, % at 4.98 µM | 360,000 compounds, 0.38% hits; in the data active means inhibition above about 21%;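 further: 0% = vehicle only and 100% = reference blocker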
NCOA1 inh = inhibitors of human steroid receptor coactivator 1 (SRC1); 360,000 compounds, 0.12% hits; inhibition, % at 3.6 µM; HEK293 GAL4-SRC1 luciferase reporter, luminescence;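 active means inhibition above the campaign mean plus 3 SD, with each screening campaign given its own cutoff, cut at about 60% in these data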;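 further: 0% = DMSO treated cells and 100% = gossypol at 36 µM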
TLR9-MyD88 inh = inhibitors of human TLR9-MyD88 binding. Q9NR96+Q99836. CHO BLA complementation TLR9-MyD88, CCF4 FRET ratio. inhibition, % at 4.98 µM. 340,000 compounds, 0.21% hits. AID 504734;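 active means inhibition above the mean over all tested compounds plus 3 SD, cut at about 21% in these data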;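 further: 0% = DMSO only wells and 100% = clavulanate BLA inhibitor control wells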
MC4R antag cAMP = antagonists of human melanocortin 4 receptor (MC4R). P32245. AID 540295. inhibition, % at 6.5 µM. MC4R-expressing cells, MTII-stimulated cAMP, LANCE TR-FRET. 360,000 compounds, 0.48% hits;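 active means inhibition above its plate's cutoff, the mean of tested wells on that plate plus 3 SD, cut at about 29% in these data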;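 further: 0% = Melanotan II alone and 100% = Melanotan II plus saturating MCL0020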
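material = U2OS cells stably expressing human melanocortin 4 receptor (MC4R) | also added = Melanotan II challenge | dosing = single nominal compound dose of 6.5 µM | detection = TR-FRET with Eu-cAMP and labeled anti-cAMP, 671 nm | replication = singlicate | timing = compound 30 min, challenge 1 h, detection 1 h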
MC4R ag barr = activates human MC4R beta-arrestin recruitment; P32245; U2OS MC4R beta-arrestin complementation, luminescence; percent of melanotan II response, DMSO zero; activation, % at 8.9 µM; 360,000 compounds, 0.98% hits;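 active means activation above a per-plate cutoff, the mean activation of sample wells on that plate plus 3 SD, cut at about 8% in these data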
SRC3 inh = inhibits human SRC3 coactivator; HEK293 GAL4-SRC3 luciferase reporter, luminescence; inhibition, % at 3.6 µM; Q9Y6Q9; 360,000 compounds, 0.17% hits;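 active means inhibition above a per-campaign cutoff, the mean of all compounds plus 3 SD, cut at about 60% in these data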;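 further: 0% = DMSO-treated cells and 100% = gossypol-treated cells at 36 µM; higher means less SRC3-driven luciferase light from the GAL4 reporter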
NR2F2 inh = blocks human COUP-TFII nuclear receptor. P24468. HEK293T NGFI-A luciferase reporter, luminescence. inhibition, % at 8.6 µM. 370,000 compounds, 0.7% hits. AID 686940;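 active means inhibition above a per-plate cutoff, mean inhibition of test wells between control levels plus 3 SD, cut at about 38% in these data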;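 further: cells cotransfected with COUP-TFII expression vector driving the NGFI-A reporter; 0% = median of COUP-TF2 test wells and 100% = reporter-only cells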
NR5A2 inv ag = inverse agonists of human LRH-1 (NR5A2) | O00482 | HEK293T StAR-luciferase reporter, LRH-1 transfected, 24 h | inhibition, % at 3.6 µM | 360,000 compounds, 0.13% hits;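 active means inhibition above the mean inhibition of all tested compounds plus 3 SD, cut at about 73% in these data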;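 further: 0% = DMSO wells and 100% = reporter-only cells lacking LRH-1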
* = called active by the depositor; nt = not tested or not shown. A portion of the library (hit frequency here may not be typical).

ABHD5-PLIN5 inh	NCOA2 inhibitor	EBV LMP1 NFkB	NOD2 RIPK2 PPI	NCOA1 inh	TLR9-MyD88 inh	MC4R antag cAMP	MC4R ag barr	SRC3 inh	smiles	NR2F2 inh	NR5A2 inv ag
5	9	1	2	-9	-3	-8	-1.0	2	O=C(O)c1ccccc1C(=O)NC1CCN(c2nccc(C(F)(F)F)n2)CC1	1	0
1	-8	6	2	8	-6	0	-2.5	3	CN(C)C(=O)C1Cc2ccccc2CN1S(=O)(=O)c1ccc(F)cc1 (configuration not stated)	9	-17
-1	nt	10	18	-10	20	9	1.0	-18	COc1ccc(-c2nc3cnccn3c2NCc2ccccc2)cc1SC1CCCCC1	nt	3
-9	24	3	-2	20	-5	4	-3.0	16	CCc1cccc(NC(=O)C2CCCN(S(=O)(=O)c3cccnc3)C2)c1 (configuration not stated)	25	-11
2	-17	-15	-1	-19	-3	-1	-0.7	14	c1cc(CN2CCCCC2)cc(OCCCNc2nc3ccccc3s2)c1	4	6
-2	-6	46*	4	-6	21*	10	-2.2	-37	COc1ccc(S(=O)(=O)N2CCC(NC(=O)C3CCCCC3)CC2)cc1	-14	-6
4	11	2	1	7	-2	10	-0.9	-5	COc1ccc(C2CC(=O)Oc3cc4c(cc32)OCO4)cc1 (configuration not stated)	3	-13
1	-13	-6	-2	-3	-6	5	-1.5	19	Cc1ccc(N(Cc2ccco2)C(=O)c2cccc(S(=O)(=O)N(C)C)c2)cc1	1	38
-3	-36	2	-1	-11	-6	9	-1.0	-15	COC(=O)c1cc(NC(=O)Cc2cccs2)cc(C(=O)OC)c1	12	6
4	-20	-15	-7	-79	11	5	-1.4	-36	Cn1cccc1CNC(=O)Nc1ccc(Cl)cc1	-18	-41
5	3	3	-7	2	-3	3	-0.3	11	Cc1ccc(N2C(=O)NC(NC(=O)C(C)(C)C)(C(F)(F)F)C2=O)cc1C (configuration not stated)	8	11
-4	12	-1	-3	-17	-5	18	1.5	4	COCCCNCC(=O)Nc1ccc(OC(F)(F)F)cc1	-13	-10
2	-4	-3	-17	-6	2	4	1.1	7	C/C(=N\OCC(=O)Nc1ccccc1C(C)(C)C)c1ccc2c(c1)OCCO2	3	0
6	27	4	-4	17	-5	20	1.9	11	CN(Cc1cnn(C)c1)Cc1nc(C(c2ccccc2)c2ccccc2)no1	-4	3
-8	-12	8	-4	4	-5	3	0.9	19	CCCn1c(CCC(=O)O)nc2cc(S(=O)(=O)N(CC)CC)ccc21	-19	-10
2	-1	7	-10	-7	1	-3	-0.6	0	OCC[C@H]1C[C@H](O)[C@@H](O)[C@@]2(Cc3ccccc3CCO2)O1	-3	30
-1	-40	-27	3	-36	-3	10	-3.7	-57	COc1ccc(Cn2c(SCC#N)nc3ccc(N4CCOCC4)cc3c2=O)cc1	-15	-69
-1	-22	0	3	4	-22	2	-1.1	12	CC(=O)c1cc(C(C)=O)c(C)nc1C	7	5
2	-16	-3	-34	-13	-11	2	-2.7	-18	O=C(COC(=O)c1cccnc1Cl)c1ccc(F)cc1	-4	-20
-6	-11	3	4	-4	6	-5	-2.8	-2	Cc1cc(C(=O)NCC(=O)O)c(C)o1	-3	16
-2	21	-2	-4	-2	-2	6	1.3	-6	NC(=O)c1ccc(NC(=O)CSc2cn(CC(=O)N3CCOCC3)c3ccccc23)cc1	-14	-3
-3	-18	1	7	9	-11	9	2.7	17	COC(=O)CSc1nc(-c2ccc(C)cc2)c2c(c1C#N)CCCC2	2	-4
7	6	3	-7	5	8	-2	0.5	-4	CC1CN(c2ccc([N+](=O)[O-])cc2Cl)CCN1S(C)(=O)=O (configuration not stated)	8	23
5	-2	4	-5	-28	-1	20	-0.1	7	COc1ccccc1NC(=S)N1CCN(Cc2ccccc2)CC1	9	3
0	14	-3	-2	0	0	-3	-2.2	-35	CCCOc1ccccc1OCC(=O)N1CCN(S(=O)(=O)c2ccc(Cl)cc2)CC1	10	4

A portion from further up, as a working copy:
ABHD5-PLIN5 inh	NCOA2 inhibitor	EBV LMP1 NFkB	NOD2 RIPK2 PPI	NCOA1 inh	TLR9-MyD88 inh	MC4R antag cAMP	MC4R ag barr	SRC3 inh	smiles	NR2F2 inh	NR5A2 inv ag
5	9	1	2	-9	-3	-8	-1.0	2	O=C(O)c1ccccc1C(=O)NC1CCN(c2nccc(C(F)(F)F)n2)CC1	1	0
1	-8	6	2	8	-6	0	-2.5	3	CN(C)C(=O)C1Cc2ccccc2CN1S(=O)(=O)c1ccc(F)cc1 (configuration not stated)	9	-17
-1	nt	10	18	-10	20	9	1.0	-18	COc1ccc(-c2nc3cnccn3c2NCc2ccccc2)cc1SC1CCCCC1	nt	3
-9	24	3	-2	20	-5	4	-3.0	16	CCc1cccc(NC(=O)C2CCCN(S(=O)(=O)c3cccnc3)C2)c1 (configuration not stated)	25	-11
2	-17	-15	-1	-19	-3	-1	-0.7	14	c1cc(CN2CCCCC2)cc(OCCCNc2nc3ccccc3s2)c1	4	6
-2	-6	46*	4	-6	21*	10	-2.2	-37	COc1ccc(S(=O)(=O)N2CCC(NC(=O)C3CCCCC3)CC2)cc1	-14	-6
4	11	2	1	7	-2	10	-0.9	-5	COc1ccc(C2CC(=O)Oc3cc4c(cc32)OCO4)cc1 (configuration not stated)	3	-13
1	-13	-6	-2	-3	-6	5	-1.5	19	Cc1ccc(N(Cc2ccco2)C(=O)c2cccc(S(=O)(=O)N(C)C)c2)cc1	1	38
-3	-36	2	-1	-11	-6	9	-1.0	-15	COC(=O)c1cc(NC(=O)Cc2cccs2)cc(C(=O)OC)c1	12	6
4	-20	-15	-7	-79	11	5	-1.4	-36	Cn1cccc1CNC(=O)Nc1ccc(Cl)cc1	-18	-41
5	3	3	-7	2	-3	3	-0.3	11	Cc1ccc(N2C(=O)NC(NC(=O)C(C)(C)C)(C(F)(F)F)C2=O)cc1C (configuration not stated)	8	11
-4	12	-1	-3	-17	-5	18	1.5	4	COCCCNCC(=O)Nc1ccc(OC(F)(F)F)cc1	-13	-10

More entries
ABHD5-PLIN5 inh	NCOA2 inhibitor	EBV LMP1 NFkB	NOD2 RIPK2 PPI	NCOA1 inh	TLR9-MyD88 inh	MC4R antag cAMP	MC4R ag barr	SRC3 inh	smiles	NR2F2 inh	NR5A2 inv ag
-7	-22	-5	-13	-4	-4	11	1.1	-1	O=C(CSC1=NCCS1)NC1CCCCC1	3	-5
2	2	9	-11	-22	0	2	-2.1	-9	COc1ccccc1NC(=O)CCCC(=O)OCC(=O)c1ccc(F)cc1	6	-3
6	11	nt	-1	nt	nt	nt	nt	nt	O=C1NC[C@H](CCCCN2CCN(CC3CCCCC3)C(=O)C2=O)N(CCc2ccccc2)C1=O	4	4
-3	8	7	2	-4	9	-1	1.3	23	O=C(NC(=S)N1CCCCC1c1cccnc1)c1ccccc1 (configuration not stated)	-4	6
-4	10	nt	-4	7	nt	4	-0.8	-4	CCc1nc2c(OCC=C(C)C)cccn2c1N(C)C(=O)c1ccc(OC)cc1	6	-6
0	-19	-26	-13	-45	-2	-3	-1.3	-14	COc1cccc(/C(C)=N/NC(=O)c2ccc(N(C)C)cc2)c1	-10	-30
0	-15	-8	4	13	1	-1	-4.5	11	COCCNC(=S)NNC(=O)c1cccs1	1	13
-10	-5	4	4	-14	-2	11	-2.7	-20	CCCCN(C)S(=O)(=O)c1cc2c3c(c1)CCC(=O)N3CCC2	-11	-16
2	-26	0	-4	-21	-4	7	1.2	4	CCOc1ccc(NC(=O)CSc2nnnn2-c2ccc(C(N)=O)cc2)cc1	-11	-3
7	-34	-2	7	-57	2	11	-2.6	-50	CC(=O)NCCCOc1ccc([N+](=O)[O-])cc1Cl	-3	-36
-2	-7	-29	-8	1	-1	0	-2.2	15	Cc1[nH]nc2c1C(c1ccsc1)C1=C(CC(C)(C)CC1=O)N2 (configuration not stated)	-6	14
0	-5	-4	9	-13	7	1	-3.4	-20	CN(C(=O)c1cccc(NC(=O)Cc2cccc(NC(=O)C3CCN(S(=O)(=O)c4cccc([N+](=O)[O-])c4)CC3)c2)c1)C1CC1	4	14
-12	-35	nt	-18	nt	nt	nt	nt	nt	O=C(NCCc1ccccc1F)C1C(=O)Nc2ccccc2C(=O)N1C1CCCCC1 (configuration not stated)	-1	4
1	-17	-6	-16	1	-3	2	-0.3	4	O=C(NC(=S)N1CCCCC1)c1cccs1	-7	-4
4	36	65*	6	58	0	17	-3.4	39	O=C(Nc1ccc(C(=O)N2CCOCC2)cc1)Nc1cccc(C(F)(F)F)c1	17	14
1	nt	-6	0	4	5	4	-0.7	2	COc1ccccc1CCNC(=O)c1nccnc1C(=O)O	nt	9
-4	-12	6	0	5	10	10	-1.9	-2	COc1cc(Br)cc(CN2CCN(C=O)CC2)c1O	-5	8
-3	-23	9	3	19	0	14	0.3	20	COc1ccc(OC)c(NC(=O)Cn2cc(C#N)c3cc(Br)ccc32)c1	1	3
1	-6	-14	-1	8	2	-1	-1.9	1	CCC1(CC)Cc2ccccc2C(=C(C#N)C#N)N1	-11	21
-1	-14	nt	-9	12	nt	11	1.1	-6	CCCCN(C)c1c(C)nc2ccc(C(=O)NCc3ccc4c(c3)OCO4)cn12	-8	-9
2	-36	8	4	-24	11	2	-0.9	18	COc1ccc2c(C)cc3nncn3c2c1	-15	-5
-5	10	10	18	12	2	3	-1.0	4	CC(/C=N\NC(=O)CN1CCN(S(=O)(=O)c2ccc(C)cc2)CC1)=C\c1ccccc1	6	3
3	10	-4	1	-7	-3	2	0.9	-7	COc1ccc(N2CCN(C(=O)CN3C(=O)NC4(CCCc5ccccc54)C3=O)CC2)cc1 (configuration not stated)	2	23
4	-13	-6	-11	-11	-3	-1	-1.1	16	COCCN(C(=O)COc1ccccc1)c1nnc(-c2cccnc2)s1	9	3
-6	-22	0	11	-7	-1	27	0.1	-1	O=C(O)C1CCN(c2nc(-c3ccccc3)c3cc(Br)ccc3n2)CC1	19	5
5	-7	8	-7	-8	-7	10	-2.9	4	COc1ccc(NC(=O)CN2CCC(NC(=O)c3ccco3)CC2)c([N+](=O)[O-])c1	6	4
7	0	8	-10	-13	-5	3	-4.7	7	COc1ccc(CNc2ccc(S(=O)(=O)N3CCN(C)CC3)cn2)cc1OC	11	21
-1	-6	-12	-8	3	-7	2	2.2	12	CC(C)NCC(O)COCc1ccc(Cl)cc1 (configuration not stated)	-3	0
